# Bioassay records (PubChem)
# IP6K1 inhibitor: blocks human inositol hexakisphosphate kinase 1; actives 0.81% (n = 140,000); IP6K1 kinase, ADP-Glo luminescence, 2 h; active compounds read low; activity change, % (series mostly up to about 58 µM); in the data active means activity change below about -25%
# Target sequence (Q92551 whole entry, looked up): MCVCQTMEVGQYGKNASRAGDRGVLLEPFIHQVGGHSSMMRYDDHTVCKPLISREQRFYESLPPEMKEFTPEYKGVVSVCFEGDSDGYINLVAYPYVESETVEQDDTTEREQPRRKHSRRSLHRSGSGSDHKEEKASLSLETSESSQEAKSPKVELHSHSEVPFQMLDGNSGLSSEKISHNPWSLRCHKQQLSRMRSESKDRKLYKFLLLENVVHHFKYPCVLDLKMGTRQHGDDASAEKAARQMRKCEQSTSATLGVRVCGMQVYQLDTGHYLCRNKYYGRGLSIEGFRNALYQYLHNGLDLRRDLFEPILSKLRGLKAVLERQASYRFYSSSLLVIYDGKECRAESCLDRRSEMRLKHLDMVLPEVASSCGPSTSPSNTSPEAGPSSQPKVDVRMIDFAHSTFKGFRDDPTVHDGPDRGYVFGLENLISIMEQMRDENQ
#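 ADP-Glo luminescence measures ADP made by human IP6K1 during a 2 h RT reaction with ATP/IP6 (mix at 1.3 mM/130 uM); top library doses 57.5 and 19.1 uM final.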
# NIH3T3 tox: kills NIH 3T3 cells. NIH 3T3 viability, CellTiter-Glo ATP luminescence, 48-72 h. Potency, µM (highest dose often 96.7 µM), for the others: top-dose activity change, negative = cytotoxicity, usual class: inhibitors. actives 4.3% (n = 94,000); further: potency means the concentration at half of the fitted maximal effect; nearly all actives have a fitted effect of over 55% in size
#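 ATP-dependent luminescence (CellTiter-Glo) served as the viability signal for NIH 3T3 cells treated with compound for 48 or 72 hr at 37 °C.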
# SNCA viab count: reduces viability of HEK-293 SNCA reporter cells. HEK-293-SNCA-luc viability, GF-AFC fluorescence, 24 h. actives 0.12% (n = 150,000). Potency, µM (series often up to 57.1 µM), without a hit: at the highest dose activity change, negative = cytotoxicity, actives largely listed as cytotoxic;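 further: potency means the concentration at half of the fitted maximal effect; 0% = DMSO-treated cells and -100% = medium-only wells without cells; nearly all actives have a fitted effect of over 30% in size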
#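 HEK-293-SNCA-luc cells (1500/well) plated 24 h, then exposed 24 h to a dilution series; GF-AFC added 30 min at 37C, fluorescence 405/540 nm; normalised to medium-only and DMSO wells, Hill fit.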
# HEK293 tox: cytotoxic compounds in HEK 293 cells | HEK 293 viability, ATP luminescence (CellTiter-Glo), 48-72 h | Potency, µM (titrated, usually from 115 µM), for the others: top-dose activity change, negative = cytotoxicity, usual class: inhibitors | actives 6.6% (n = 94,000); further: potency means the concentration at half of the fitted maximal effect; nearly all actives have a fitted effect of over 60% in size
#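 250 HEK 293 cells/well; compound by pintool; incubated 48 or 72 hr at 37 degree Celsius; CellTiter-Glo added, 10 min RT, luminescence imaged.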
# SNCA expr inh: reduces expression of the alpha-synuclein gene | HEK-293 SNCA-luciferase knock-in, luminescence, 24 h | Potency, µM (doses to about 57.2 µM), for inactives: top-dose activity change, negative = inhibition, usual class: inhibitors | actives 0.17% (n = 140,000) | AID 1671194;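 further: potency means the concentration at half of the fitted maximal effect; plate controls were DMSO cells for no effect and cell-free wells for full effect; nearly all actives have a fitted effect of over 45% in size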
# FLuc inh: inhibitors of firefly (Photinus pyralis) luciferase; P08659; purified P. pyralis luciferase, luminescence, biochemical; Potency, µM (titrated, usually from 115 µM), inactives show top-dose activity change, negative = inhibition, most hits filed as inhibitors; actives 2.5% (n = 76,000); AID 1347043; further: potency means the concentration at half of the fitted maximal effect; nearly all actives have a fitted effect of over 65% in size
# Target sequence (P08659 whole entry, looked up): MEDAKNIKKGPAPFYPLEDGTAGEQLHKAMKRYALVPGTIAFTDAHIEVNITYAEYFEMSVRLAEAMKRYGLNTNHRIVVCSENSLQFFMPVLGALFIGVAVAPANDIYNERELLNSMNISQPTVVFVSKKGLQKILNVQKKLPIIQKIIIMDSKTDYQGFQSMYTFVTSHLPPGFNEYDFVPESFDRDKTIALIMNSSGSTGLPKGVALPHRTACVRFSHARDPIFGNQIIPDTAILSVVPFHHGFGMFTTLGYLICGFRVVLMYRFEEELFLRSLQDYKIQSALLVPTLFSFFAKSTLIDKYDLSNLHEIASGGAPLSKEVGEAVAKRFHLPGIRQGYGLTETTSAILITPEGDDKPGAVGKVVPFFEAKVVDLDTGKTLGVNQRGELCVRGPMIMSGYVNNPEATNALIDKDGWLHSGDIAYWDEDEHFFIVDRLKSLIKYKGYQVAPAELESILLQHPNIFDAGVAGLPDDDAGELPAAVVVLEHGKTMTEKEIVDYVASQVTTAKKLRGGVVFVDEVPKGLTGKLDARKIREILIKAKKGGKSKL
#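 Luminescence read by CCD imaging after purified firefly luciferase (10nM final) was added to substrate buffer holding 10uM D-luciferin and 10uM ATP, pH 7.5, pre-dosed with compound.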
# GPT2 inh: GPT2 alanine aminotransferase inhibition. Recombinant GPT2, coupled pyruvate oxidase/HRP Amplex Red fluorescence. actives 0.25% (n = 100,000). Q8TD30. AID 1671188. Potency, µM (doses to about 57.7 µM), for inactives: top-dose activity change, negative = inhibition, most hits filed as inhibitors; further: potency means the concentration at half of the fitted maximal effect; nearly all actives have a fitted effect of over 60% in size; many of its hits are not listed in these tables
#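 Fluorescence of coupled pyruvate oxidase/HRP/Amplex Red system (50uM Amplex, 30 min, dark) reports pyruvate formed by GPT2. Enzyme reaction: 10ng/uL GPT2, 2mM L-alanine, 250uM a-KG, 30 min room temperature, pH 7.5; 50uM AOA control.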
# Starred values were filed as active, the others as inactive; i = inactive; ? = inconclusive; . = no result given; [ ] = another dose, or the depositor's remark. Unless noted, the call rests on the fitted dose curve; in most records, active means well fitted curve in the direction sought with a large enough effect; inconclusive means small, poorly fitted or top-dose-only effect, or another doubt; inactive means no such curve, though single readings can be large; an effect the other way counts as inactive or inconclusive. Unless noted, on the % scale 0 is the no-effect control and ±100 the full control effect.
SMILES,IP6K1 inhibitor,NIH3T3 tox,SNCA viab count,HEK293 tox,SNCA expr inh,FLuc inh,GPT2 inh
Cc1nc(CC(=O)N2CCCC(c3ccc(C(=O)O)cc3)C2)cs1 (configuration not stated),-2,1%,-20%,-3%,36%[activator],2%,2%
O=c1c2nc(-c3ccccc3F)ccc2ncn1Cc1ccccn1,-4,?,-1%[87.6 µM],-7%[172 µM],4%[87.6 µM],-20%[172 µM],?
CN1CCC(N2CCCC(NC(=O)c3cnc4ccccc4c3)C2)CC1 (configuration not stated),4,i,-3%,-6%,19%,-4%,i
CCNC(=O)N1CCCC1c1nc(C2CCOCC2)no1 (configuration not stated),0,i,-11%,10%,-28%,2%,3%
O=C(c1nc(-c2cccc(C(F)(F)F)c2)c2cnccn12)N1CCOCC1,0,-2%,8%,-1%,1%,-4%,2%
Cc1ccc([S+](=O)([O-])N2CCC(C(=O)N3CCC4(CC3)CC(=O)Nc3ccccc3O4)CC2)cc1,16,?,4%,?,6%,.,i
CCc1cc(=O)n(CC(=O)Nc2ccccc2)c(-c2cccc(F)c2)n1,-5,-15%,-8%,?,-6%,7%,i
CC(=O)Nc1ccc(-c2nnc(SCC(=O)c3ccc([N+](=O)[O-])cc3)o2)cc1,-11,.,9%,.,-10%,.,.
Cc1ccccc1NC(=O)Cn1c(=O)n(CCc2ccccc2)c(=O)c2sc3ccccc3c21,5,.,-7%,.,32%[activator],.,.
COC(=O)c1cc(NC(=O)CN(c2ccccc2)S(=O)(=O)N(C)C)ccc1Cl,15,.,21%,.,12%,.,.
CCn1c(=O)cc(SCC(=O)NCc2ccc(C)cc2)c2ccccc21,2,.,-2%,.,-20%,.,.
Cc1nc2cccnc2n1CC1CCCN(S(=O)(=O)c2ccc(C(C)C)cc2)C1 (configuration not stated),-10,?,3%,?,3%,-12%,2%
O=C(c1ccc2c(c1)OCO2)N1CCC(Cc2nc(-c3ccc(F)cc3)no2)CC1,-3,?,-1%,?,-31%,-11%,-11%
COc1cccc(CNC(=O)Cn2c(=O)nc(-c3ccccc3F)c3cc(Cl)ccc32)c1,18,.,5%,.,27%,.,.
O=C(Nc1cccc(F)c1)[C@H](CSCc1ccccc1)N1Cc2ccccc2C1=O,1,.,-5%,.,15%,.,.
CC(C)CCNC(=O)c1cc(-c2cccnc2)nc2ccc(S(=O)(=O)N3CCC(C)CC3)cc12,-8,.,15%,.,1%,.,.
CCOc1ccc(Nc2ncnc3c2nc2n3CCCCC2)cc1,34,.,-22%,.,88%[activator],.,.
Cc1ccc(-c2ccccc2CN2CCN(C(=O)Nc3ccc(Cl)cc3)CC2)cc1Cl,-4,?,-15%[12.5 µM],?,22%,.,-14%
COc1cccc(-c2cc(C(=O)NCCc3ccccn3)c3cnn(C)c3n2)c1,8,?,.,?,.,.,.
O=C(NCc1ccccn1)C1c2ccccc2C(=O)N(Cc2ccccc2)C12CCCC2 (configuration not stated),10,?,-24%,?,-1%,3%,i
C=CCC(=O)N1CCCC1C(=O)Nc1ccccc1-c1ccc(OC)cc1 (configuration not stated),4,0%,-9%,5%,20%,-9%,0%
O=S(=O)(NC[C@H]1OC[C@@H](NCc2cccnc2)[C@@H]1O)c1ccccc1,9,-8%[174 µM],-2%[87.6 µM],2%[172 µM],-23%[87.6 µM],-3%[172 µM],4%[88.5 µM]
COc1ccc(-c2c(C)nn3c(N4CCN(c5ccccc5F)CC4)cc(C)nc23)cc1OC,0,.,4%,.,-9%,.,.
COc1ccc(CN2CC3(CCN(C(=O)Nc4ccc(C)c(C)c4)CC3)C2=O)cc1,34,?,1%,?,13%,0%,-5%
Cc1ccn2c(Nc3ccc4c(c3)OCCO4)c(-c3ccc(C)o3)nc2c1,-12,.,-14%,.,105%[activator],.,.
CCc1noc(-c2cccn3c(CNC(=O)c4ccc(F)c(F)c4)nnc23)n1,-2,-4%,-13%,i,-22%,1%,i
CC(=O)Nc1ccc(NC(=O)Cn2nc(C(=O)Nc3ccc(C)cc3)ccc2=O)cc1,13,.,7%,.,-9%,.,.
Cc1coc2c(C)c3oc(=O)c(CCC(=O)N4CCCCC4)c(C)c3cc12,-14,.,-11%,.,-5%,.,.
O=C(Nc1ccc(OC(F)(F)F)cc1)NC1COc2ccccc2C1 (configuration not stated),-13,.,9%,.,17%,.,.
Cc1nn(CCCC(=O)Nc2ccccc2C(F)(F)F)c(=O)c2nn(-c3ccccc3)c(C)c12,27,.,-7%,.,-18%,.,.
Cc1c(NC(=O)Cc2ccc(Cl)cc2)cccc1-c1nc2cccnc2s1,-11,.,-14%,.,1%,.,.
CC(=O)c1ccc(N2CCN(C(=O)CCCn3c(=O)[nH]c4ccsc4c3=O)CC2)cc1,-10,.,-1%,.,14%,.,.
O=C1NCc2ccccc2CC12CCN(Cc1ccccc1Br)C2 (configuration not stated),-15,-17%,-16%,?,5%,.,4%
Cn1ccnc1-c1nccn1CC(CO)Cc1ccsc1 (configuration not stated),26,-11%,-3%,-20%,3%,-2%,i
CCN(CC)C(=O)[C@@H]1CCC[C@@H](NCc2cccc(Cl)c2)CN(C)C(=O)C1,9,-15%[138 µM],6%[87.6 µM],-12%[172 µM],2%[87.6 µM],-2%[172 µM],-6%[88.5 µM]
Cc1cc(C)c(/C=C/c2onc(C)c2S(=O)(=O)N2CCC(C(=O)N3CCN(c4ccccc4)CC3)CC2)c(C)c1,-4,.,6%,.,-1%,.,.
Cc1ncoc1C(=O)NC1CCc2nn(CC3CC3)c(=O)n2CC1 (configuration not stated),13,-14%,12%,-6%,-23%,0%,-5%
COc1ccccc1OCCNC(=O)CN1CC2CC(C1)[C@H]1CCCC(=O)N1C2 (some centres not stated),39,4%,8%,10%,-13%,12%,i
CCC(=O)N1CCc2cc(CNS(=O)(=O)c3ccc(Br)s3)ccc21,13,.,12%,.,32%[activator],.,.
CNC(=O)[C@@H]1C[C@H](Oc2ccccc2)CN1C(=O)c1cc(C)n(C)n1,14,-7%,-11%,?,10%,-4%,-19%

# Compound profiles (already shown). Values in the order: IP6K1 inhibitor	NIH3T3 tox	SNCA viab count	HEK293 tox	SNCA expr inh	FLuc inh	GPT2 inh
# `COc1ccc(-c2c(C)nn3c(N4CCN(c5ccccc5F)CC4)cc(C)nc23)cc1OC` is entered as 0	.	4%	.	-9%	.	.
# `COc1ccc(CN2CC3(CCN(C(=O)Nc4ccc(C)c(C)c4)CC3)C2=O)cc1` is entered as 34	?	1%	?	13%	0%	-5%
# `CC(=O)c1ccc(N2CCN(C(=O)CCCn3c(=O)[nH]c4ccsc4c3=O)CC2)cc1` is entered as -10	.	-1%	.	14%	.	.
# `Cc1coc2c(C)c3oc(=O)c(CCC(=O)N4CCCCC4)c(C)c3cc12` is entered as -14	.	-11%	.	-5%	.	.

# (next part)
SMILES,IP6K1 inhibitor,NIH3T3 tox,SNCA viab count,HEK293 tox,SNCA expr inh,FLuc inh,GPT2 inh
O=C([C@@H]1OCCN(C2CC2)[C@H]1c1ccccc1)N1CCC(Cc2ccccc2)CC1,6,?,0%,?,4%,.,-8%
O=C(NC1CC(c2nnc(CO)n2C2CC2)C1)c1ccc2c(c1)CCO2 (configuration not stated),0,-3%,-3%,2%,-20%,-1%,-1%
COCCN(CCOC)CC[C@@H]1CC[C@H](O)[C@@H](C(=O)NC2CCCCC2)O1,-7,-4%[174 µM],5%[87.6 µM],i,14%[87.6 µM],-3%[172 µM],i
COc1ccc(-c2cnc(C)o2)cc1S(=O)(=O)Nc1ccc(NC(C)=O)cc1,2,.,7%,.,-6%,.,.
O=C(C1CCCN1C(=O)c1ccccc1)N1CCC(N2Cc3cccn3C2=O)CC1 (configuration not stated),10,1%,-23%,-2%,-1%,.,0%
CN(Cc1cccn1C)C1CCOc2ccccc21 (configuration not stated),3,-8%[138 µM],-11%[87.6 µM],?,0%[87.6 µM],6%[172 µM],i
COc1ccc(CCN2CC(C(=O)N3CCN(C)CC3)CCC2=O)cc1 (configuration not stated),7,-2%,-5%,?,-4%,0%,-17%
COC(=O)CC[C@@H](C)[C@H]1CC[C@H]2[C@@H]3CC(=O)[C@H]4C[C@H](OC(C)=O)CC[C@]4(C)[C@H]3CC[C@]12C,0,.,22%,.,.,.,4%
Cc1ccc2cccc(NC(=O)C(C)Oc3ccc(Cl)cc3Cl)c2n1 (configuration not stated),17,.,9%,.,13%,.,.
Cc1cccc(NC(=O)N2CCc3nc(-c4ccccc4)[nH]c3C2)c1,3,?,-2%,?,15%,.,-2%
O=C(Cc1cccc([N+](=O)[O-])c1)NCc1nc2cccnc2n1Cc1ccc(F)cc1,-1,.,-6%,.,5%,.,.
O=C(C1CC1)N1CCN2C(=O)N(C3CCCCC3)C[C@H]2C1,1,i,1%[87.6 µM],5%[230 µM],-6%[87.6 µM],0%[230 µM],-2%[88.5 µM]
CSc1ncc(Cl)c(C(=O)Nc2ccc(S(=O)(=O)N3CCC(C)CC3)cc2)n1,3,.,-8%,.,5%,.,.
CCOC(=O)C1CCN(C(=O)c2ccc3nnc(-c4ccc([S+](C)(=O)[O-])cc4)n3c2)CC1,-4,-7%,9%,-1%,-6%,.,i
CCn1ccc(C(=O)NCC2Cn3cccc3C(=O)N2Cc2ccccc2)n1 (configuration not stated),4,-3%,3%,?,16%,-10%,0%
CCOc1ccc(NC(=O)CCS(=O)(=O)c2ccc3c(c2)n(C)c(=O)c(=O)n3C)cc1,11,.,-5%,.,9%,.,.
CCn1cc(CN2CCc3nc(N4CCN(C)CC4)[nH]c(=O)c3CC2)c2ccccc21,16,i,3%,-4%,-16%,12%,i
COc1cccc(NC(=O)CSc2nnc3[nH]c(=O)cc(-c4ccccc4)n23)c1,-4,.,0%,.,-5%,.,.
CCOc1cc(=O)n2c(c1C(=O)NC1CCCC1)CCCCC2,6,i,4%,9%,36%[activator],10%,i
CCc1ccc(NC(=O)C(=O)NCCc2sc(-c3ccc(OC)c(OC)c3)nc2C)cc1,-1,.,9%,.,34%[activator],.,.
Cn1cc(S(=O)(=O)c2ccccc2)c(=O)c2cc(F)c(N3CCCCC3)cc21,-7,.,-7%,.,12%,.,.
CC(=O)NCCNc1nc2c(-c3cccc(C)c3)nnn2c2ccc(Cl)cc12,25,.,10%,.,47%[activator],.,.
Cc1ccccc1CNC(=O)C(=O)NCC(c1ccc2c(c1)OCO2)N1CCOCC1 (configuration not stated),-5,.,11%,.,-1%,.,.
O=C(Nc1ccc2ncnc(N3CCCCC3)c2c1)c1ccc(F)c(F)c1,0,?,-19%,45µM*,-21%,-6%,-9%
CCOc1ccc(NC(=O)c2cnc(N3CCCC3)nc2C)cc1,-9,.,7%,.,14%,.,.
CC1=C[C@@H](CNC(=O)c2ccncc2)[C@H](C(C)C)C[C@H]1CC(=O)N1CCN(C)CC1,14,-18%[174 µM],1%[87.6 µM],-16%[172 µM],185%[activator][87.6 µM],20µM*,-1%[88.5 µM]
